# Compound activity: PubChem BioAssay, Fisher Drug Discovery Resource Center
# hcGAS inh: human cGAS inhibition; 290,000 tested, 0.081% active; inhibition, % at 12.5 µM; Q8N884; recombinant h-cGAS, ATP depletion, Kinase-Glo luminescence;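 further: 0% = vehicle reaction and 100% = reaction without DNA for no activity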
# Target sequence (Q8N884 whole entry, looked up): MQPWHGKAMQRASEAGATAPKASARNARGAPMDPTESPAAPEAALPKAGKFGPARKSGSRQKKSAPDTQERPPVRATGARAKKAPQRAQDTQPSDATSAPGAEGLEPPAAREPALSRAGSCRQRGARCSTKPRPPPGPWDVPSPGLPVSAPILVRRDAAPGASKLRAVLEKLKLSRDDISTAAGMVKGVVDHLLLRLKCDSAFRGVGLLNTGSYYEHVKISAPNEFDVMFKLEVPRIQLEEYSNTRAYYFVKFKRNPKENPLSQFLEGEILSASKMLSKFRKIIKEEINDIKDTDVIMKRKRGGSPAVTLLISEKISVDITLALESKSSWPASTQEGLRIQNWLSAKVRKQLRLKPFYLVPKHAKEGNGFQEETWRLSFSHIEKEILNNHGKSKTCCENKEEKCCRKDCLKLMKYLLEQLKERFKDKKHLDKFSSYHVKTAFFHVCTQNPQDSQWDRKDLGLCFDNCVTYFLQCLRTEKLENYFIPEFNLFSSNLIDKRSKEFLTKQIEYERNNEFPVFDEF
# NPYLR7 agonist: activates Aedes aegypti NPYLR7 receptor; HEK293T NPYLR7/Galpha15, GCaMP6s calcium fluorescence; activation, % at 10 µM; 270,000 tested, 0.15% active; AID 1259423; in the data active means activation above about 40%;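 further: 0% = vehicle and 100% = reference agonist at the receptor; some compounds past the cut are filed as inactive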
# mcGAS lum: blocks mouse cGAS activity; AID 1259399; recombinant cGAS, Kinase-Glo ATP depletion luminescence; inhibition, % at 12.5 µM; 160,000 tested, 0.15% active;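 further: 0% = negative control wells and 100% = reference inhibitor with no enzyme activity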
# * marks the source's active call; other numbers are inactive results; . = no result given; & = joins results of further samples. Unless noted, no stated cut-off is given here; in the data, active means inhibition above about 40%; inactive means the rest.
1	Cc1cnccc1CN(C)Cc1ccc(-n2ccnc2)cc1
2	CCn1nnc2c(NCCOC)ncnc21
3	C=CCCC(O)CN(Cc1ccc(OC)cc1)C1CC1 (centres undefined)
4	CCC(C(=O)N1CCN(c2ccc(NC(=O)COC)cn2)CC1)c1ccccc1 (centres undefined)
5	Cc1ccc2nc(C)c(NC(=O)c3ccc(F)cc3F)c(=O)n2c1
6	COc1cccc(C(=O)Nc2cccc(-n3nc(OCc4ccc(F)cc4)nc3-c3cccc(OC)c3)c2)c1
7	CCCn1c(C)c(C)n2c3c(=O)n(Cc4cc(C)ccc4C)c(=O)n(C)c3nc12
8	Cc1cccc(C(=O)N(Cc2cc(NC(=O)c3ccccc3Cl)ccc2N(C)C)C(C)c2ccccc2)c1 (centres undefined)
assay / entry,1,2,3,4,5,6,7,8
hcGAS inh,-3,-2,1,-4,-14,-1,-1,3
NPYLR7 agonist,-14,-1,-8,17,4,-3,3,3
mcGAS lum,0,.,-1,-7,.,0,-7,-2

9	Clc1ccc2sc(SCc3c[nH]c4ccccc34)nc2c1
10	CCc1ccc(CCC(=O)N2CCN(c3ccc(S(=O)(=O)N4CCOCC4)cn3)CC2)cc1
11	Cc1ccc(C)c(CSc2ncc(CO)n2CC(N)=O)c1
12	O=C(CCC(=O)OCc1ccc(Cl)cc1)Nc1ccc(Cl)cc1
13	O=C(c1ccc(=O)[nH]c1)N1CCOC(C(F)(F)F)C1 (centres undefined)
14	Cc1ccc(/C=C/C(=O)NCc2ccc(CN3CCOCC3)cc2)c(C)c1
15	COc1cc(NS(=O)(=O)c2ccccc2)ccc1N1CCCC1=O
16	CC(C)(Oc1ccc(Cl)cc1)C(=O)Nc1c2c(nn1C(C)(C)C)CSC2
assay / entry,9,10,11,12,13,14,15,16
hcGAS inh,-1,-7,-5,0,-7,-4,-8,-7
NPYLR7 agonist,0,6,9,3,-9,9,10,-2
mcGAS lum,-5,.,.,.,.,.,-9,-10

17	O=C1C2CCCCN2C(=O)c2ccccc2N1CC(=O)N1CCCCC1c1nccs1 (centres undefined)
18	COC(=O)NNC(=O)C1CCC(C)CC1 (centres undefined)
19	O=C(c1ccccc1)N1N=C(c2cccs2)CC1c1ccc2nccnc2c1 (centres undefined)
20	CCOC(=O)c1c(N)c2cc([N+](=O)[O-])cnc2n1C
21	Cc1cc2nc(CN(C)Cc3cnc(S(C)(=O)=O)n3CC(C)C)[nH]c2cc1C
22	O=C(CN1CCN(C(=O)c2cn(-c3ccccc3)nc2-c2ccccc2)CC1)NC1CC1
23	COc1ccc(C2c3cccn3CCN2C(=O)NCc2ccccc2)cc1 (centres undefined)
24	COc1cc(/C=C/CN2CCCC(C(=O)Nc3ccc(-c4ccco4)cc3)C2)ccc1O (centres undefined)
assay / entry,17,18,19,20,21,22,23,24
hcGAS inh,-5,-5,-5,-5,-6,-5,2,3
NPYLR7 agonist,0,.,-1,-7,9,1,0,2
mcGAS lum,.,-4,-8,-7,.,.,.,.

25	CCCc1c(C(=O)N2CCN(c3nccc(-c4ccc5c(c4)OCO5)n3)CC2)cnn1-c1ccc(Cl)cc1
26	CN1CC2(CCCN(C(=O)CCn3nnc4ccccc43)C2)OC1=O (centres undefined)
27	CCCc1cc(=O)[nH]c(N=C(N)Nc2cccc(C)c2)n1
28	Cc1nc(C2(NC(=O)CCNC(=O)OCC(F)(F)F)CCCC2)no1
29	O=C(CCn1cnc2ccccc2c1=O)NC1CCCN(CC2CCCCC2)C1 (centres undefined)
30	O=C(O)c1cc(Cl)ccn1
31	COc1ccc(-c2nc3cc(C)ccn3c2NC2CCCCC2)cc1OC
32	Cc1cc(NC(=O)c2ccc(CN(C)C(=O)C(C)C)cc2)n[nH]1
assay / entry,25,26,27,28,29,30,31,32
hcGAS inh,-3,-2,-5,-7,-9,-8,8&4,-18
NPYLR7 agonist,13,3,1,7,10,-5,-1&3,2
mcGAS lum,-6,.,.,.,.,.,-4&2,.

33	Cc1[nH]nc(CCC(=O)N2CCc3c(nc[nH]c3=O)C2)c1C
34	Cn1c(-c2nccn2CCCc2ccncc2)nc2ccccc21
35	CCN(CC)C(=O)N1CCC2(CC1)CCC(O)(CN1CCc3ccccc31)CC2
36	CCCCOC(=O)C1=C(C)NC(=O)NC1c1ccccc1Cl (centres undefined)
37	Cc1ccc(N2CCN(C(=O)NC(C)C)C(C)C2=O)cc1F (centres undefined)
38	Cc1nc2c(c3nc(C#N)c(C#N)nc3n2Cc2ccco2)c2nc3ccccc3n12
39	COc1ccc(S(=O)(=O)CCCC(=O)N2CC(=O)Nc3ccccc32)cc1
40	O=C(CN1CCSC1=O)Nc1nc(-c2cccc(F)c2)cs1
assay / entry,33,34,35,36,37,38,39,40
hcGAS inh,-7,-3,2,-5,-5,-5,-3,-16
NPYLR7 agonist,10,6,.,2,12,5,6,-1
mcGAS lum,.,.,1,-4,-4,.,.,-7

41	COc1ccc(-c2nn(-c3ccccc3C)cc2CN2CCCC2c2nonc2C)cc1F (centres undefined)
42	Cc1cc(Cl)cc2c(=O)n(CC3(CO)CCC3)cnc12
43	O=C1CSc2nc3ccccc3n21
44	CCC(=O)Nc1cccc(-n2nc(OC)nc2-c2ccc(OC)cc2)c1
45	O=C(NCCOc1ccccc1)c1c[nH]c(=O)c(Cl)c1
46	COC(=O)C1CCN(C(c2ccc(C)cc2)C2Sc3nc(-c4ccco4)nn3C2=O)CC1 (centres undefined)
47	C1=CCN(c2nc(-c3cc4ccccc4o3)nc3ccccc23)CC1
48	COCCCNC(=O)c1cc(NC(=O)COc2ccc(Cl)cc2)ccc1N1CCN(c2ccccc2OC)CC1
assay / entry,41,42,43,44,45,46,47,48
hcGAS inh,1&-5,-1,0,-8,-1,-6,-5,2
NPYLR7 agonist,1&27,11,10,16,-3,0,-3,10
mcGAS lum,-8,-8,-2,-7,-2,-7,-5,-2

49	O=C(Nc1ccc(N2CCC(Cc3ccccc3)CC2)c(C(=O)NCc2ccc(F)cc2)c1)c1ccccc1Br
50	O=C(Nc1ccc(-n2nc(OCc3ccc(F)cc3)nc2-c2ccccc2F)cc1)C1CCC1
51	Cc1cccc(COC2CCCN(C(=O)c3ccco3)C2)c1 (centres undefined)
52	CCCCNC(=O)CC(c1ccc(Cl)cc1)c1cn(CC)c2ccccc12 (centres undefined)
53	CCOC(=O)c1cnc2cc(C(F)(F)F)ccc2c1Nc1ccc(C(C)=O)cc1
54	COc1ccc(CCN(C)C(=S)Nc2cccc(C(F)(F)F)c2)cc1OC
55	CN1CCC(C2CCN(C(=O)Cc3c[nH]c(=O)[nH]c3=O)CC2)CC1
56	Cc1ccccc1-c1nc(OCC(C)C)nn1-c1ccc(NC(=O)c2ccc(Br)cc2)cc1
assay / entry,49,50,51,52,53,54,55,56
hcGAS inh,-3,-4,-1,-7,-9,-5,-8,-10
NPYLR7 agonist,.,.,9,5,6,-8,.,18
mcGAS lum,-5,-4,-3,-9,-9,-8,-7,-6

57	CC(C)S(=O)(=O)c1ccc(CC(=O)N2CCCCC2)cc1
58	CCC(C)N(Cc1cccnc1)C(=O)c1ccsc1 (centres undefined)
59	COCCCN1C(=O)C(Cc2ccccc2)NC12CCN(S(=O)(=O)c1ccc(F)cc1)CC2 (centres undefined)
60	CN(C(=O)Cc1ccccc1O)C(c1ccc(F)cc1)C1CC1 (centres undefined)
61	CC1C(=O)N(c2ccc(Cl)c(Cl)c2)CCN1Cc1ccccc1 (centres undefined)
62	O=C(Nc1ccc2c(c1)CN(Cc1ccc3nsnc3c1)CC2)C1CCCO1 (centres undefined)
63	O=C(Cc1c[nH]c2ccccc12)n1ccccc1=NC1CCCCC1
64	COCc1cc(=O)[nH]c(Nc2nc(C)c3cc(OC)ccc3n2)n1
assay / entry,57,58,59,60,61,62,63,64
hcGAS inh,-2,-7,-4,-15,0,-5,-14,-3
NPYLR7 agonist,9,5,.,-2,-2,5,2,1
mcGAS lum,.,-15,-5,-7,.,.,.,-4

65	COc1ccc(-n2ccnc(SCc3ccc(C)cc3)c2=O)cc1
66	O=C(NCCCN1CCOCC1)c1cnn2c1NC(c1cccs1)CC2C(F)(F)F (centres undefined)
67	Cc1ccc(OS(=O)(=O)c2cccc(C(F)(F)F)c2)c(-c2nc3cc(Cl)ccc3o2)c1
68	CCCC(=O)N1CCC1(C)C(=O)NS(=O)(=O)c1cccs1 (centres undefined)
69	COC(=O)CCC(=O)N1CCCC(C(=O)c2ccc3cc(OC)ccc3c2)C1 (centres undefined)
70	CN(C)CCCN(C(=O)COc1ccccc1)c1nc2cc3c(cc2s1)OCO3
71	COCCCNC(=O)c1ccc(CSc2nc(Cl)cc(N3CCN(C/C=C/c4ccccc4)CC3)n2)cc1
72	CCOc1ccc(-c2nc(CN(Cc3ccccc3)Cc3scnc3C)c(C)o2)cc1
assay / entry,65,66,67,68,69,70,71,72
hcGAS inh,0,0,-1,-1,-3,0,-7,-8
NPYLR7 agonist,-3,-16,3,0,-4,1,-2,1
mcGAS lum,-5,-2,-6,.,.,-5,-7,-8

73	CCOC(=O)C1CCCN(CC(=O)N2N=C(c3ccccc3)CC2c2ccc(C)cc2)C1 (centres undefined)
74	CCCCN(C)c1c(CC)nc2ccc(C(=O)NCc3ccc(N(C)C)cc3)cn12
75	CCc1nc2n(n1)C(=O)C(C(c1cccc(F)c1)N1CCOCC1)S2 (centres undefined)
76	CN1CCCC2(CCN(C(=O)c3ccc(-n4ccnc4)cc3)C2)C1=O (centres undefined)
77	Cc1nc(COc2ccc(C3NC(=O)c4cccnc4N3)cc2)cs1 (centres undefined)
78	CC(c1nncn1C(C)C)n1cc(CCc2ccccc2)nn1 (centres undefined)
79	N#Cc1ccccc1Sc1ccccc1C(=O)OCC(=O)N1CCCC1
80	Cc1ccc(Cl)cc1NC(=O)COC(=O)c1ccccc1C(F)(F)F
assay / entry,73,74,75,76,77,78,79,80
hcGAS inh,-1,-2,-10,-5,-4,-9,-7,-4
NPYLR7 agonist,-5,1,-4,-3,9,15,6,10
mcGAS lum,-3,-5,-7,-8,.,.,.,.

81	CC(C)Cc1nc(CN(C)Cc2ncc[nH]2)no1
82	Cc1cccc(C(=O)Nc2nc(C)c(Br)cc2Br)n1
83	Cc1cnc(C(=O)Nc2cc(C(F)(F)F)ccc2N(C)C)cn1
84	CC(C)(C)c1cc(NC(=O)c2ccc(F)cc2Cl)n(-c2cccc(F)c2)n1
85	Cc1cc(C)c(C#N)c(SCC(=O)NC(C)c2ccc3c(c2)OCCO3)n1 (centres undefined)
86	FC(F)(F)C1CCCn2c(CNCc3cccc4[nH]ccc34)nnc21 (centres undefined)
87	O=C(/C=C/c1cn(S(=O)(=O)c2cccc3ccccc23)c2ccccc12)NCCCN1CCOCC1
88	CCCC(C)NC(=O)CSc1nc2ccccc2c(=O)n1CC (centres undefined)
assay / entry,81,82,83,84,85,86,87,88
hcGAS inh,-5,6,-18,0,-8,-3,-4,-7
NPYLR7 agonist,31,-8,10,16,1,0,-7,-4
mcGAS lum,-18,.,.,-5,.,.,.,-7

# Another view of 2 compounds above:
# Sequence of screens: hcGAS inh	NPYLR7 agonist	mcGAS lum
47. C1=CCN(c2nc(-c3cc4ccccc4o3)nc3ccccc23)CC1
→ -5	-3	-5
48. COCCCNC(=O)c1cc(NC(=O)COc2ccc(Cl)cc2)ccc1N1CCN(c2ccccc2OC)CC1
→ 2	10	-2

# A different layout for some results above.
# Results follow in this order: hcGAS inh	NPYLR7 agonist	mcGAS lum
78) CC(c1nncn1C(C)C)n1cc(CCc2ccccc2)nn1 (centres undefined)
  -9	15	.
79) N#Cc1ccccc1Sc1ccccc1C(=O)OCC(=O)N1CCCC1
  -7	6	.

# (list continues)
89	Nc1nc(SCC(=O)N(CCO)CCO)nc2sc3c(c12)CCCC3
90	Fc1ccc2c(c1F)n1c3c(c(-c4ccco4)cn23)CCCC1
91	Cc1ccccc1NC(=O)N1CCN(C(c2ccc(F)cc2)c2ccc(F)cc2)CC1
92	COc1ccc(-c2nc(CN3CCN(c4nc5ccccc5s4)CC3)c(C)o2)c(OC)c1
93	COc1cn(CC(=O)Nc2ccc(C)cc2)c(CSc2nccc(C)n2)cc1=O
94	CCOc1ccccc1-c1nc(C(N)=O)c2[nH]c(=O)n(-c3cccc(OC)c3)c2n1
95	O=C(NCc1ccc2c(c1)OCO2)c1ccccc1C1CCNC1 (centres undefined)
96	COc1cccc(CO[C@]2(C(=O)NC(C)C)CC(OCc3ccc(C#N)cc3)[C@H](O)[C@H](O)C2)c1 (some centres undefined)
97	O=C1NC2(CCCCC2)C(=O)N1CN1CCN(Cc2cc(=O)n3ccsc3n2)CC1
98	CC(C)C(=O)Nc1cc(N2CC(C(=O)O)CC2=O)ccc1F (centres undefined)
99	O=C(c1ccc(Cl)c(F)c1)N1CCN(Cc2cccc(-c3noc(-c4cccnc4)n3)c2)CC1
assay / entry,89,90,91,92,93,94,95,96,97,98,99
hcGAS inh,-7,-8,1,-7,2,-9,-3,-3,-4,-3,-5
NPYLR7 agonist,-1,-6,5,-8,-2,11,22,17,13,4,3
mcGAS lum,.,.,0,-3,0,.,.,-2,.,.,-6
